PV pol inh – poliovirus RdRp elongation inhibitors, primary screen, biochemical, fluorescence polarization, total intensity | Genome polyprotein (Poliovirus type 1 (strain Mahoney)), P03300 | poliovirus polymerase elongation; stronger effect = lower value | % elongation, % (compound at 16.7 µg/mL) | 150,000 tested, 0.66% active | AID 588519, 2011; in the data active means % elongation below about 90%; further: some results filed as inactive read as strong as hits
Target sequence (P03300 1749-2209 limits assumed): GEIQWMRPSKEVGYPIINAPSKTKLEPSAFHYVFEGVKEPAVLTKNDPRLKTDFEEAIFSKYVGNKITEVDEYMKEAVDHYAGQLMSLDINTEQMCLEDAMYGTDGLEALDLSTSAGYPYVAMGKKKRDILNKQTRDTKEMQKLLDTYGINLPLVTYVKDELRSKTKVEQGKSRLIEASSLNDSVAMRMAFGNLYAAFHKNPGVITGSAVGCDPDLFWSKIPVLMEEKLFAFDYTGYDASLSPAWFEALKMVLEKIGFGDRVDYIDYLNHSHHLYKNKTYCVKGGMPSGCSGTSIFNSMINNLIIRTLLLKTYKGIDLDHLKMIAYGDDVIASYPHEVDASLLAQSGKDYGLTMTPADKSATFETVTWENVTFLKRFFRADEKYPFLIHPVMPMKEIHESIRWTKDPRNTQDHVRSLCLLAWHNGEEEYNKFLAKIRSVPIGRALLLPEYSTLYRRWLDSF
PV pol inh FP z-score – second read-out of PV pol inh, no call of its own (marks repeat the call); z-score; measured here: FP z-score; hits read low
An asterisk follows results filed as active; & = joins results of further samples. A portion of the library; rates above refer to the full screens.

SMILES	PV pol inh FP z-score	PV pol inh
Cc1ccc(Cl)cc1NC(=O)c1ccc(NC(=O)N2CCSc3ncccc32)cc1	0.3	107
COc1cccc(N2CCN(C(=O)C3CCCN(S(=O)(=O)c4ccc(Br)s4)C3)CC2)c1 (stereo not given)	0.7	111
Cc1cc(Nc2ccc(F)cc2)nc(SCc2c(Cl)cccc2Cl)n1	0.5	107
Brc1ccccc1[C@@H]1Nc2ccccc2[C@@H]2C=CC[C@@H]21	0.5	103
O=Nc1c(-c2c(O)[nH]c3ccccc23)[nH]c2ccccc12	0&-0.2	100&95
COc1ccccc1C(=O)Oc1c(Sc2ccccc2)c(C)nn1C(C)(C)C	1.2	109
O=C(Cc1ccsc1)OCC(=O)c1ccccc1	0.3	102
Nc1nc(CSCC(=O)NCc2ccco2)nc(Nc2ccccc2)n1	0.6	113

More structures follow.
SMILES	PV pol inh FP z-score	PV pol inh
CN(C)c1ccc(C(=O)NCc2ccc3c(c2)CCN3C(=O)c2ccc(Cl)cc2)cc1	-0.3	105
CC(=O)N1CCC2(CC1)OC(=O)C(C)=C2C(=O)Nc1cc(C)ccc1C	0.1	108
CC(C)Cc1ccc(C(C)NC(C)CC(N)=O)cc1 (stereo not given)	0.1	103
COc1ccc(CNC(=O)c2ccc3c(c2)N=C(C)c2c(C)ccc(C)c2S3)cc1	1.3	108
CC(OC(=O)c1cccnc1)C(=O)Nc1cc(Cl)cc(Cl)c1 (stereo not given)	-0.2	101
O=C(Cc1ccccc1)Nc1c(C(=O)N2CCN(c3ccc(F)cc3)CC2)oc2ccccc12	0.8	110
COc1ccccc1/C=N/NC(=O)CNc1ccccc1OC	-0.5	99
COc1cccc(NC(=O)c2ccc(-c3cccc(Cl)c3C)o2)c1	1.1	105

(cont.)
SMILES	PV pol inh FP z-score	PV pol inh
O=C(NCCc1ccc(Cl)cc1)c1ccc2c(c1)N(Cc1ccccc1)C(=O)CS2	0.7	112
CCOc1ccc(CCN2CNc3c(-c4cccc(Cl)c4)c(C)nn3C2)cc1	0.2	101
CC12CC(C(C#N)=C(N)N1)c1ccccc1O2 (stereo not given)	0.9	104
Cc1cc(Br)ccc1NC(=O)CCS(=O)(=O)c1cccc2nsnc12	-1.2	101
Nc1cc(N)nc(SCc2ccccc2C(F)(F)F)n1	-0.2	101
c1ccc2oc(C3=NNC(=NCCN4CCOCC4)SC3)cc2c1	0.2	104
CCCCNC(=O)c1ccc2c(=O)n(C3CCCC3)c(=S)[nH]c2c1	0.5	102
Cc1ccc2c(c1)c(CC(=O)Nc1ccc(C)c(F)c1)c(C(=O)O)n2C	0.9	109

Filtered by structure, the entries above with a thiophene ring, fused or not.
SMILES	PV pol inh FP z-score	PV pol inh
COc1cccc(N2CCN(C(=O)C3CCCN(S(=O)(=O)c4ccc(Br)s4)C3)CC2)c1 (stereo not given)	0.7	111
O=C(Cc1ccsc1)OCC(=O)c1ccccc1	0.3	102

Going on with the list.
SMILES	PV pol inh FP z-score	PV pol inh
CCC1CN(C(=O)NCc2ccccc2)c2cc(C)ccc2O1 (stereo not given)	0.9	112
COC(=O)c1ccccc1NC(=O)Cn1c(=O)n(CCC(=O)NCc2ccc3c(c2)OCO3)c(=O)c2ccccc21	0.7	108
COc1cccc(CNc2nn[nH]n2)c1OCc1ccc(Cl)cc1	-0.1	101
CCOc1cc2[nH]c(=O)n(CCC(=O)NC3CCCC(C)C3C)c(=O)c2cc1OCC (stereo not given)	0	101
C=CCn1c(COc2ccc(CC)cc2)nnc1SCC(=O)c1cc2ccccc2o1	0	101
CS(=O)(=O)N(CC(=O)Nc1cccnc1)c1ccc(Cl)cc1	-0.7	99
COc1cccc(C(=O)NCC(c2ccc(N(C)C)cc2)N2CCCC2)c1OC (stereo not given)	1	112
COc1cc(Cl)c(C(F)(F)F)cc1NC(=O)c1c(OC)cccc1OC	0.6	107

Next part
SMILES	PV pol inh FP z-score	PV pol inh
COC(=O)c1cc(S(=O)(=O)NCC2CCN(Cc3ccc(C)cc3)CC2)cn1C	0.3	110
O=C1C=CC(=O)C(c2ccc(Cl)cc2)=C1	-0.1	101
O=C1CC(N2CCN(c3ccc(O)cc3)CC2)C(=O)N1c1ccc(Cl)c(C(F)(F)F)c1 (stereo not given)	0.1	101
CC1=CC(C)=N[N+]1(C)CC(O)COc1ccccc1 (stereo not given)	-0.4	98
COc1ccc(-c2cc3n(n2)CCc2nc4ccccc4n2-3)cc1	0.2	99
CCOC(=O)N1CCC(NC(=O)c2snnc2C)CC1	0.3	107
CCOC(=O)c1[nH]c(C)c(CCC(=O)Nc2c(C)cc(C)cc2C)c1C	-1.8	100
N#Cc1c(NC(=O)c2ccccc2)oc(-c2ccccc2)c1-c1ccccc1	0	101

Next part:
SMILES	PV pol inh FP z-score	PV pol inh
COc1ccc(CCNC(=O)c2ccc3c(c2)CCN3S(=O)(=O)c2ccc(C)cc2)cc1	-1.1	102
O=c1oc2ccc(Br)cc2cc1-c1csc(-c2ccc(Cl)cc2)n1	0.9	111
Cc1cc(C)nc(NC(N)=NCc2ccccc2Cl)n1	-0.2	100
CC(C)(C)NC(=O)CSc1nc(N)c(C#N)cc1C#N	0.4	106
COc1cc(/C=N/N=C2\NC(=O)C(Cc3ccc(Cl)cc3)S2)ccc1O (stereo not given)	-0.1	100
Cc1ccc(/C=C2/SC(N3CCCC3)=NC2=O)cc1	0.3	103
COC(=O)c1ccc(COC(=O)c2ccccn2)cc1	-0.3	100
COc1ccc(C2=NN(C(=O)COn3nnc4ccccc43)C(c3ccco3)C2)cc1 (stereo not given)	0.1	104

Continuation.
SMILES	PV pol inh FP z-score	PV pol inh
CC(C)(C)NC(=O)c1ccc(-n2nc(C(F)(F)F)c3c2-c2ccoc2CC3)cc1	0.4	104
COc1ccc(C(CC(=O)O)NC(=O)c2cc3ccccc3oc2=O)cc1OC (stereo not given)	0.4	106
O=c1c2oc3ccccc3c2n(Cc2cccc(F)c2)c(=O)n1Cc1ccc2c(c1)OCO2	0	107
CCOC(=O)CCc1c(C)nn2cnnc2c1C	1.1	105
COC(=O)C1CCN(C(=O)COC(=O)CCc2nc3ccccc3c(=O)[nH]2)CC1	0	105
O=C(O)c1ccc(CSc2ccc(Cl)cc2)cc1	-1.7	99
CCOc1ccccc1NC1=NC(C)(C)CS1	-0.3	100
COc1cc(OC)c(OC)cc1CO	-0.3	98

Further records follow.
SMILES	PV pol inh FP z-score	PV pol inh
O=C(Cn1cnc2ccccc2c1=O)Nc1cc(C(F)(F)F)ccc1N1CCOCC1	-0.3	98
Cc1cccc(CNC(=O)C2CCN(S(=O)(=O)c3cccc4nonc34)CC2)c1	-0.4	104
CCc1onc(C)c1C(=O)Nc1ccc(N2CCOCC2)cc1	0	98
CCN(CC)C/C(C)=N/Nc1ccccc1	0.8	104
O=C(NC1=NC2CCCCC2N1)c1ccccc1 (stereo not given)	-0.7	100
Cn1c(=O)c2sccc2n2c(CCC(=O)N3CCN(c4ncccn4)CC3)nnc12	0	101
CC1CCCC(NC(=O)COC(=O)c2cncc(Br)c2)C1C (stereo not given)	-0.2	101
CCn1c(C(=O)NCc2ccccc2C)cc2oc3ccccc3c21	-1.6	104

2 of these compounds, reformatted:
CCN(CC)C/C(C)=N/Nc1ccccc1
  PV pol inh FP z-score: 0.8
  PV pol inh: 104

Cc1cccc(CNC(=O)C2CCN(S(=O)(=O)c3cccc4nonc34)CC2)c1
  PV pol inh FP z-score: -0.4
  PV pol inh: 104

Carrying on:
SMILES	PV pol inh FP z-score	PV pol inh
COc1ccccc1S(=O)(=O)Cc1ccc(C(=O)NCc2ccccc2)o1	-2.1	97
Cc1cc(-c2csc(NC(=O)/C=C/c3ccco3)n2)c(C)n1CC1CCCO1 (stereo not given)	-0.1	105
Cc1ccc(CNC(=O)C(=O)NCC(c2cccs2)S(=O)(=O)c2ccc(C)cc2)cc1 (stereo not given)	-1.2	102
CCOc1ccc(S(=O)(=O)N2CCN(c3cccc(C(F)(F)F)c3)CC2)cc1OCC	0	104
COc1ccc(-n2nnnc2SCC(=O)NCCc2ccccc2)cc1	0.1	104
COc1ccccc1CNC(=O)CCCCn1c(=O)c2ccccc2n(CC(=O)Nc2c(C)cc(C)cc2C)c1=O	0.9	109
CCCC1=NN2CCS(=O)(=O)N=C2S1	0.2	105
COc1ccc(C(=O)Nc2ccc3nc4n(c(=O)c3c2)CCCCC4)cc1OC	1.7	112

The list continues.
SMILES	PV pol inh FP z-score	PV pol inh
Cc1occc1-c1nnc(SCCCC(=O)c2ccc(Br)cc2)n1C	-0.1	101
Cc1cc(C)c(NC(=O)C2CCN(c3nc4ccccc4[nH]3)CC2)c(C)c1	0.5	109
COc1cc2nc(C)n(C(=S)S)c2cc1OC	-1.9*	78*
O=c1c2cc3c(cc2nc2sc(Nc4cccc([N+](=O)[O-])c4)nn12)OCO3	-0.5	105
CC1Cc2ccccc2N1C(=O)Cn1cnc2ccccc2c1=O (stereo not given)	0	103
O=C(Nc1ccc2c(c1)CCCN2C(=O)c1cccs1)c1ccc(F)c(F)c1	0.4	108
Nc1ncc(S(=O)(=O)N2CCN(c3ccccc3)CC2)cn1	-0.9	103
CCc1ccc2c(c1)SC1=NS(=O)(=O)CCN12	-0.3	100

Later entries:
SMILES	PV pol inh FP z-score	PV pol inh
Cc1ccc2oc(=O)c3cc(C(=O)N(CC(C)C)CC(C)C)sc3c2c1	0.9	104
O=C(COc1ccccc1)NN1C(=O)CSC1=S	-0.2	101
O=C(CC12CC3CC(CC(C3)C1)C2)NCC(=O)N1CCCC1	-6.2*	86*
O=C(NC1CC1)c1sc2cc(F)ccc2c1Cl	0.9	104
N#CC1=C(S)NC(=O)C(C#N)C12CCCCC2 (stereo not given)	0.4	104
O=c1c2ccccc2n2c(-c3ccccc3O)nnc2n1Cc1ccc(F)cc1	-1	95
O=C(Cn1cc2c(n1)CCCCC2)NCc1ccc(F)cc1	0.3	103
Cc1ccc(CNC(=O)C2=NN(c3ccccc3)C(=O)CC2)cc1	0.3	107

(more compounds)
SMILES	PV pol inh FP z-score	PV pol inh
COc1ccc(Cn2cc(C(=O)c3ccc(C)cc3)c(=O)c3cc(OC)c(OC)cc32)cc1	1.3	112
O=C(O)COCC(=O)N1CCN(Cc2ccc3c(c2)OCO3)CC1	0.9	104
COc1ccc2nc(SCC(=O)NC3CCCCC3C)c(C#N)cc2c1 (stereo not given)	-0.8	100
Cc1ccc(-c2csc(NC(=O)COC(=O)C3CC(=O)N(Cc4ccco4)C3)n2)cc1 (stereo not given)	0.1	98
CCn1c(SCC(=O)N/N=C/c2cccs2)nc2ccccc21	-0.6	100
c1cnc2c(c1)ncn2C1CCNCC1	0.3	107
O=C(Nc1ccc(Cl)cc1C(=O)c1ccccc1)c1cc(Cl)cc(Cl)c1	-0.2	102
Cc1cccc(CNC(=O)C2CCC(CNS(=O)(=O)c3ccc4c(c3)CCCC(=O)N4)CC2)c1 (stereo not given)	0.3	108

Next compounds follow.
SMILES	PV pol inh FP z-score	PV pol inh
Cc1cccc(OCC(=O)OCc2cc(=O)n3nc(C4CCCCC4)sc3n2)c1	0.6	109
CCC1CN(C(=O)N2CCC(C(=O)NCCc3ccc(C)cc3)CC2)c2ccccc2O1 (stereo not given)	0.8	112
CN1CCC(=NNC(N)=S)CC1	1	106
CCOC(=O)c1c(C)[nH]c(C)c1S(=O)(=O)N(C)CC(=O)Nc1ccc(C)c(F)c1	0.4	113
COc1cc(OC)c(C2=NOC(C(=O)Nc3cc(C)nn3-c3ccccc3)C2)cc1Cl (stereo not given)	-0.1	99
COc1ccc(NC(N)=O)cc1	-0.1	102
CCc1ccccc1NC(=O)Cn1c(=O)n(CCc2ccccc2)c(=O)c2sc3ccccc3c21	-1.2	100
O=C(Nc1nc2c(F)cccc2s1)c1ccc2c(c1)OCCO2	0.4	105

Continuation:
SMILES	PV pol inh FP z-score	PV pol inh
CC(C)c1nnc(NC(=O)c2nc(SCc3ccc(F)cc3)ncc2Cl)s1	0.4	110
COc1ccc(NC(=O)c2cc(-c3ccccc3O)no2)cc1	0.4	108
Cc1csc2c(=O)nc3c(C#N)n[nH]n3c12	-0.1	101
Cc1ccc(C(C2C(=O)CC(C)(C)CC2=O)C2C(=O)CC(C)(C)CC2=O)s1	0	103
Cc1ccc(CNC(=O)C(C)n2ccc3cc(S(=O)(=O)N4CCCC4)ccc32)cc1 (stereo not given)	4	128
COC(=O)Cc1nc(-c2ccccc2)cs1	-2.8*	86*
O=C(CCSC1=NCCS1)Nc1ccccc1Cl	-0.1	102
C[C@]12CCC(=O)C=C1CC[C@@H]1[C@@H]2[C@@H](O)C[C@@]2(C)[C@H]1CC[C@]2(O)C(=O)CO	0	99

(next part)
SMILES	PV pol inh FP z-score	PV pol inh
O=C(NCCC1=CCCCC1)c1ccc(F)c(S(=O)(=O)N2CCOCC2)c1	0.2	106
Cc1cc(NC(=O)C(CC(C)C)NC(=O)C2CCC(C)CC2)ccc1Br (stereo not given)	0.3	102
CCOc1ccc(C2c3c(oc4ccc(F)cc4c3=O)C(=O)N2CC2CCCO2)cc1 (stereo not given)	0.1	102
Cc1nc(N2CCCC2)ncc1C(=O)NCc1cccc(Cl)c1	-0.5	102
O=C(Sc1nnc(-c2ccco2)n1-c1ccccc1)c1c(F)cccc1F	0.4	106

Screens deposited in PubChem BioAssay by ICCB-Longwood Screening Facility, Harvard Medical School.
